# KDM5B inhibitor = inhibitors of human KDM5B histone demethylase; KDM5B demethylase, FDH-coupled NADH fluorescence (FDH is formaldehyde dehydrogenase); Potency, µM (doses to about 57.7 µM), inactives show at the top dose activity change, negative = inhibition, actives largely listed as inhibitors; 220,000 tested, 2.6% active; active = well fitted inhibition curve with a large enough effect; inconclusive = small, poorly fitted or top-dose-only effect; inactive = no such curve, though single readings can be large or run the other way; note: 0% is about no effect; nearly all actives have a fitted effect of over 70% in size
# Target sequence (Q9UGL1 whole entry, looked up): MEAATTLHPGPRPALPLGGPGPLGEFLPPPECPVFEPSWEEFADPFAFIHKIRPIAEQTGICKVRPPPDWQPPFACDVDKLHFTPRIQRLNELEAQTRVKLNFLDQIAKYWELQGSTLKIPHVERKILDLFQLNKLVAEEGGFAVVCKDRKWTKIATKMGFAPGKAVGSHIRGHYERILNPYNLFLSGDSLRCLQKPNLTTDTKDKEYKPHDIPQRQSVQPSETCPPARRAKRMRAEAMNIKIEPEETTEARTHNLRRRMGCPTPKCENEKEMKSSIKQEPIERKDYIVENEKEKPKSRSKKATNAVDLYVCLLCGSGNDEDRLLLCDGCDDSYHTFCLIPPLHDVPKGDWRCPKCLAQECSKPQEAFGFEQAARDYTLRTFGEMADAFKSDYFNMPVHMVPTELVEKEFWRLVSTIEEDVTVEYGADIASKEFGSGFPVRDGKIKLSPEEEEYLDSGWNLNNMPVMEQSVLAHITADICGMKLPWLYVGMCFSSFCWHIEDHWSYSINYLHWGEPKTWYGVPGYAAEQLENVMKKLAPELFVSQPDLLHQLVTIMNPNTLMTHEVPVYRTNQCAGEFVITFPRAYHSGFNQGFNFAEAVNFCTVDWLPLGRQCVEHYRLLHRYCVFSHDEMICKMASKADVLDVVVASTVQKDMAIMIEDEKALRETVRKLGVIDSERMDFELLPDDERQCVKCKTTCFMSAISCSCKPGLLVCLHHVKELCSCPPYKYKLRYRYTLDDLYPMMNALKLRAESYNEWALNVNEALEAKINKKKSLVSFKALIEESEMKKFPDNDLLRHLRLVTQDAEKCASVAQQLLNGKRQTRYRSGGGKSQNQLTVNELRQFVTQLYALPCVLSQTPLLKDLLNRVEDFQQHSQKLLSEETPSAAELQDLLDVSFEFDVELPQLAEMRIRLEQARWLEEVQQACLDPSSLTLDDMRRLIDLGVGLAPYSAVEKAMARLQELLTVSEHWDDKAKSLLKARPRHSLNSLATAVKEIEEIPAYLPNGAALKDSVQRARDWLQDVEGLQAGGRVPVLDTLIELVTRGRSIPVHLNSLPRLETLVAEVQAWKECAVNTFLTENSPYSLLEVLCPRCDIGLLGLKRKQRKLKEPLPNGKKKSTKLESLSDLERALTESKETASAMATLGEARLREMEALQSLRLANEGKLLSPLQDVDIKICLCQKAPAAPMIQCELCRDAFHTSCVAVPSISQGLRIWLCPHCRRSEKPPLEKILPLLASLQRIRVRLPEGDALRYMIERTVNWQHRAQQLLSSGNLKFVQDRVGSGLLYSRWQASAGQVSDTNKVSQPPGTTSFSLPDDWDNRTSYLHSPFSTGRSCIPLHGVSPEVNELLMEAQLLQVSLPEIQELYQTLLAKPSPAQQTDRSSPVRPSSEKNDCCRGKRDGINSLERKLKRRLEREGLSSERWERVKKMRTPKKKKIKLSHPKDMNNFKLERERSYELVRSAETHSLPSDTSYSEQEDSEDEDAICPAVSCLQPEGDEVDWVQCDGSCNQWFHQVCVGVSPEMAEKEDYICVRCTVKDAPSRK
#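 qHTS format, multiple compound concentrations. Buffer 50 mM HEPES pH 7.5/0.01% Tween-20; 200 nM KDM5BΔAP final; 10 min compound preincubation; substrate-mix levels 12.5 µM peptide, 25 µM α-KG, 0.25 mM NAD⁺; 30 min RT; ΔRFU.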
# * = called active by the depositor; ? = inconclusive; & = joins results of further samples; [ ] = another dose, or the depositor's remark. Potency is the fitted concentration of half-maximal effect. These rows are one share of the data, so the mix of outcomes need not match the whole.
# A first look:
SMILES,KDM5B inhibitor
O=C(NCCc1ccc(Cl)cc1)c1nc(-c2cccc(C(F)(F)F)c2)c2ccccn12,25µM*
O=C1OCCC1NCC(c1ccccc1)c1c[nH]c2ccccc12 (stereo not given),6%

# This part in full, repeating the preview:
SMILES,KDM5B inhibitor
O=C(NCCc1ccc(Cl)cc1)c1nc(-c2cccc(C(F)(F)F)c2)c2ccccn12,25µM*
O=C1OCCC1NCC(c1ccccc1)c1c[nH]c2ccccc12 (stereo not given),6%
O=C(C1CN(S(=O)(=O)c2cccs2)CC12CCCCC2)N1CCCC1 (stereo not given),19%
CC1(C)OC(=CC=Nc2ccc(Cl)cc2)OC1(C)C,?
CCc1c(C)nc2nncn2c1NCc1ccccc1,-15%
Cc1noc(C(C)N2CCN(C(=O)c3cccs3)CC2)n1 (stereo not given),16%
CCc1ccccc1NC(=O)c1nn(-c2ccc(C)cc2)c(=O)c2c1c1ccccc1n2C,-13%
O=C(Nc1ccccc1)N1CCn2c(nnc2C2CCCN2)C1 (stereo not given),3%[149 µM]
CN(C)C(=O)c1ccc2cc[nH]c2n1,126µM*
O=C(O)C[C@@H]1CCN(C(=O)NC2CCCCC2)C[C@@H]1CCN1CCCCC1,-22%[86.2 µM]
CCCNC(=O)CN1CCN(Cc2nc3ccccc3o2)CC1,17%
Cc1ccccc1-c1nnc(SCC(=O)Nc2ccc3c(c2)OC2(CCCCC2)O3)o1,-5%
NS(=O)(=O)c1ccc(CCNC(=O)Cn2c(=O)c3cccn3c3ccc(F)cc32)cc1,?
CC(C)(C)c1cc(NCc2cccnc2)n2ncc(-c3ccccc3)c2n1,?
COc1ccc(OC(C)c2nc(-c3ccc(Br)cc3)no2)cc1 (stereo not given),-2%
Cc1nc(CN2C(=O)OC3(CCN(C(=O)COc4ccccc4C(N)=O)CC3)C2(C)c2ccccc2)cs1 (stereo not given),-21%
O=C(NCCc1csc(-c2ncccn2)n1)C1NCCc2[nH]cnc21 (stereo not given),-24%
Fc1ccc(-c2cc(CC3(NCc4ccc5c(c4)OCO5)COC3)no2)cc1,-16%[86.2 µM]
CC(C)CC(=O)Nc1cc(-c2ccccc2F)nn1-c1ccccc1,-22%
COCCCNC(=O)c1c(OCC2CC2)cc(=O)n2c1CCOCC2,-4%
COc1cccc(CN2C[C@@H]3C(=O)N(CCCN4CCCC4=O)C(=O)[C@@H]3C2)c1,29%
O=C(NC1CCN(Cc2ccccc2)CC1)C1CCN(S(=O)(=O)c2ccc(F)c(F)c2)CC1,15%
CO[C@H]1C(=O)N(C2CCN(C(=O)Nc3ccccc3)CC2)[C@H]1c1ccncc1,9%
Cc1ccc(Cn2nc(C)c(NC(=O)c3cc(-c4ccc(F)cc4)on3)c2C)cc1,-14%
CCCn1cnc2cc(NCc3cccs3)ccc21,55%[activator]
CCCCC(C(=O)NC1CCCC1)N(C(=O)c1snc(C(N)=O)c1N)c1ccc(C)cc1 (stereo not given),?
CC(C)c1ccc(S(=O)(=O)c2nnn3c2nc(N2CCCCC2)c2sccc23)cc1,-15%
O=C1CN(Cc2ccc(-c3ccccc3)cc2)CCN1c1ccc(Cl)nn1,-14%
CC(C)CCNS(=O)(=O)c1ccc(N2CCCCS2(=O)=O)cc1,-25%
N#Cc1cccc(NC(=O)COc2ccc(C(=O)c3ccccc3)cc2)c1,6%
Cc1ccc(S(=O)(=O)N2CCN(C(=O)CNC(=O)c3ccc4c(c3)OCO4)CC2)cc1,55%[activator]
Cc1cc(C(=O)N2CC3CC(C2)[C@H]2CCCC(=O)N2C3)no1 (stereo not given in full),-3%
O=C(Nc1cccc(Cl)c1N1CCOCC1)c1cc([N+](=O)[O-])ccc1N1CCOCC1,-2%
CCC(=O)Nc1ccc(S(=O)(=O)NCc2ccc3c(c2)CCN3C(=O)c2ccc(C)cc2)cc1,-12%
COc1ccc(-c2cc(-c3cccs3)nc3c(C)noc23)cc1OC,?
c1ccc(N2CCN(c3nc(N4CCOCC4)c4nccnc4n3)CC2)cc1,8%
Cc1oc(-c2ccccc2F)nc1CS(=O)(=O)CC(=O)NCCCSC1CCCCC1,8%
CC(C)=CCCC(C)CCC/C(C)=N/NC(N)=O (stereo not given),0%
O=C1CC(c2ccccc2OCc2ccccc2F)c2cn[nH]c2N1 (stereo not given),23%
Cc1ccc(CNC(=O)CCC(=O)N2CCSc3ccccc32)cc1,?
COC(=O)/C(C#N)=C/c1c(N2CCN(C)CC2)nc2ccccn2c1=O,-5%
CC(CNC(=O)c1cc2ccccc2oc1=O)N(C)c1ccccc1 (stereo not given),-2%
O=C1NCCCCCCN(C(=O)CCC2CCCC2)[C@H]2CCC[C@@H]12,5%
O=C1CCN(C(=O)c2ccccn2)CCCC(c2nc(-c3ccccc3)no2)CCN1 (stereo not given),-26%
COc1ccccc1-c1nc(-c2cccc(NC(=O)Nc3ccc(F)cc3)c2)no1,-12%
COc1ccc2c(CNCc3cccs3)c(C(=O)O)n(Cc3ccc(C)cc3)c2c1,-1%
c1cc(-c2nc(C3CCOC3)nn2Cc2ccc3c(c2)OCO3)[nH]n1 (stereo not given),0%
Cc1ccc(CCC(=O)O)cc1Cl,14%
CC1(C)Cc2ccccc2-c2nc(CN3CCCCC3)[nH]c(=O)c21,3%
CCN(C(=O)Cn1c(=O)c2c(ncn2CCOC)n(Cc2ccccc2)c1=O)c1ccccc1,4%
NC(=O)CSc1ncc(-c2ccc(F)cc2)o1,2%
COc1ccc(-c2cc(N3CCCC(NC(=O)c4cccc(F)c4)C3)n[nH]2)cc1 (stereo not given),-20%
Cc1cc(C)c(NS(=O)(=O)c2c(C)cc(N3C(=O)CCS3(=O)=O)cc2C)c(C)c1,-18%
O=C(NC1(C(F)(F)F)C(=O)Nc2c1c(=O)[nH]c(=O)n2-c1ccccc1)c1cccs1 (stereo not given),-1%
O=C(Cc1ccccn1)N1CCC2(CC1)Cc1ccccc1NC2=O,-16%[86.2 µM]
Cc1ccc(-n2ncc3c(NCCCn4ccnc4)ncnc32)cc1C,?
O=C([C@@H]1C[C@H](F)CN1C(=O)c1ccccc1)N1CCOCC1,2%
C=Cc1ccc(Cn2c(=O)n(-c3ccccc3C)c(=O)c3c4c(sc32)CN(C(C)=O)CC4)cc1,?
O=C(COc1ccc(Cl)cc1)Nc1nc2n(n1)C(c1ccc(Cl)cc1)CC(=O)N2 (stereo not given),7%
CS(=O)(=O)N1CC[C@@H]2C(=O)NCCCCCCN(Cc3ccncc3)[C@@H]2C1,?

# 6 entries drawn at random from the list so far:
SMILES,KDM5B inhibitor
O=C(NCCc1ccc(Cl)cc1)c1nc(-c2cccc(C(F)(F)F)c2)c2ccccn12,25µM*
O=C([C@@H]1C[C@H](F)CN1C(=O)c1ccccc1)N1CCOCC1,2%
COc1ccc2c(CNCc3cccs3)c(C(=O)O)n(Cc3ccc(C)cc3)c2c1,-1%
Cc1noc(C(C)N2CCN(C(=O)c3cccs3)CC2)n1 (stereo not given),16%
CC(C)CC(=O)Nc1cc(-c2ccccc2F)nn1-c1ccccc1,-22%
O=C(Nc1cccc(Cl)c1N1CCOCC1)c1cc([N+](=O)[O-])ccc1N1CCOCC1,-2%

# Later entries
SMILES,KDM5B inhibitor
CCCNC(=O)CSc1c(CCC)cnc2c1c(=O)n(C)c(=O)n2C,4%
CCOC(=O)C1=C(CN(CC)Cc2ccccc2)NC(=O)NC1c1ccc(OC(C)C)cc1 (stereo not given),-26%
c1cc(CN2CCNc3cc(-c4ccsc4)ncc3C2)ccn1,35µM*
CCNC(=O)N1CCC(c2noc(COc3ccc(C)cc3)n2)CC1,9%
CC1=C[C@@H](CN2CCC(C(N)=O)CC2)[C@H](C(C)C)C[C@H]1Cc1nnc(-c2ccc(C)cc2)o1,-8%
COc1ccc(OC)c(NCc2cccn2-c2nnc(N3CCCCC3)s2)c1,?
COc1cccc(NC(=O)Cn2c(=O)n(CCCCC(=O)NCc3ccccc3Cl)c(=O)c3ccccc32)c1,-20%
O=C(Nc1cccc2c1CCCC2)c1cc(Br)cnc1Cl,19%
Clc1ccc(CCNc2ncnc3c2c(-c2ccccc2)cn3-c2ccccc2)cc1,?
COc1cccn(CC(=O)N(C)CCn2nc(C)cc2C)c1=O,-28%
Cc1noc(C)c1C(=O)N1CCC2(CC1)NCCc1c2[nH]c2ccccc12,?
COCCN1C(=O)C(=O)/C(=C(/O)c2ccc(OC(C)C)c(C)c2)C1c1ccc(Br)cc1 (stereo not given),4%
Cc1ccc(NC(=O)NC(C)c2c(-n3cccc3)sc(C)c2C)cc1F (stereo not given),-26%
CS(=O)(=O)N(CC(=O)Nc1ccccc1C(=O)N1CCOCC1)c1ccc(F)c(Cl)c1,10%
Cc1ccc(C(c2cccnc2)n2cc(-c3cncnc3)nn2)cc1C (stereo not given),?
COCCN1C(=O)[C@H]2CN(Cc3ccc(OC)c(Br)c3)C[C@H]2C1=O,-14%
Cc1ccc(Sc2ccc(C=O)o2)cc1,?
NC(=O)C1CN(C(=O)c2nn(-c3ccccc3)c(=O)c3ccccc23)c2ccccc2O1 (stereo not given),9%
CC(=O)Nc1cccc(C(=O)N2CCC(n3cc(-c4nc(-c5ccccc5)no4)nn3)C2)c1 (stereo not given),21%
CC1(C(=O)NCc2ccncc2)CCCc2cnc(Nc3ccccc3F)nc21 (stereo not given),-19%[86.2 µM]
C=CCNC(=O)N[C@H]1CCN(C(=O)CSC)[C@@H]1C(=O)N[C@@H](Cc1cccs1)C(N)=O,-4%
COc1ccc(-c2nc(CS(=O)CC(=O)NCc3ccccc3OC)c(C)o2)cc1 (stereo not given),13%&2%
O=C(c1ccc(F)cc1Cl)N1C[C@@H](CO)[C@H](c2ccncc2)C1,4%
CCC(=O)N1CCCc2cc(S(=O)(=O)N3CCC(C(=O)NC4CCC(C)CC4)CC3)ccc21 (stereo not given),-16%

# Brought forward from above: 2 compounds, then new ones.
SMILES,KDM5B inhibitor
O=C(c1ccc(F)cc1Cl)N1C[C@@H](CO)[C@H](c2ccncc2)C1,4%
CCC(=O)N1CCCc2cc(S(=O)(=O)N3CCC(C(=O)NC4CCC(C)CC4)CC3)ccc21 (stereo not given),-16%
COc1ccc(CC(=O)N(C)Cc2ccc(Cl)cc2)cc1S(=O)(=O)N1CCOCC1,11%
Cc1nc(-c2ccc(C(F)(F)F)cc2)sc1C(=O)NN,-2%
CC(=O)NCCNC(=O)C[C@@H]1c2nc(NC(=O)C3CCCCC3)sc2C[C@@H]2[C@](C)(CO)[C@H](O)CC[C@]21C,-2%
CC(C)C[C@H](NC(=O)COc1ccc2nc3n(c(=O)c2c1)CCCCC3)C(=O)O,14%
CN(Cc1cccnc1)C(=O)C1CCCCC(=O)N1C (stereo not given),-19%
CCNc1c(NC(=O)Nc2cccc(C)c2)c(=O)oc2ccccc12,-25%
COc1ccc(-c2nnsc2C(=O)NC2CCCCCCC2)cc1,-5%
O=C(Cc1nnc(NC(=O)Nc2ccc(F)cc2)s1)NCc1ccccc1,17%
O=C(/C=C/c1cccc(Br)c1)c1ccc(O)cc1,?
CCc1nn2c(=O)cc(CN(C)C3CCCCC3)nc2s1,-26%
Cc1ccc(/C=C(/C#N)C(=O)NC2CCCCC2)cc1C,-6%
O=C(NCCCN1CCN(c2cccc(Cl)c2)CC1)c1ccc2nc(Cc3ccccc3)oc2c1,-26%
O=C(c1cc(F)cc(F)c1)N1CCC(c2nc(-c3ccc(S(=O)(=O)N4CCCC4)cc3)no2)CC1,-29%
C=CCOn1c(=O)c(-c2ccc(C)cc2)[n+]([O-])c2ccccc21,8%
Cc1cc(-c2nn3c(-c4cccs4)nnc3s2)n(C)n1,-1%
Cc1ccccc1Nc1c(-c2cccc(Cl)c2)nc2ncccn12,-1%
Cc1c(C(=O)N/N=C/c2cccc(O)c2)nnn1-c1nonc1N,20%
CCN(CC)C(=O)C1CCN(C(=O)N2CC3CC(C2)[C@H]2CCCC(=O)N2C3)CC1 (stereo not given in full),22%
COc1cccc(N2C(=O)CSC23C(=O)N(Cc2ccccc2F)c2ccccc23)c1 (stereo not given),-9%
CCC(C)(C)NCc1cc(=O)oc2c(C)c(O)ccc12,13%
CC(=O)c1ccc(NC(=O)O[C@@H]2CO[C@H]3[C@@H]2OC[C@@H]3n2nnnc2SCc2ccco2)cc1,-16%
COc1ccc(-n2cnc3cccnc32)cc1,-19%[86.2 µM]
N#Cc1ccccc1OCC(=O)NC(=O)NCc1ccco1,?
O=C(c1ccc(Cl)nc1)N1CCC(c2nn(Cc3ccccc3)c(=O)[nH]2)CC1,14%&14%
CC(C)c1ccccc1NC(=O)c1csc2c1CCCC2,-14%
O=C(Cn1cc(SCc2cccc(F)c2)c2ccccc21)N1CCOCC1,?
Cc1ccc(-c2cc(N3CCCN(C(=O)c4ccc(N(C)C)cc4)CC3)n[nH]2)cc1C,?
Cc1cccc(NC(=O)N2CCCC(Cn3c(C4CC4)nc4cccnc43)C2)c1C (stereo not given),-5%
Cc1nn(C)c2sc(C(=O)NCc3ccccc3)cc12,10%
CC(C)(C)c1ccc(C(=O)Nc2ccc(Br)cc2F)cc1,26%
Cc1ccc(NC(=O)N2CCCC2c2nncn2C2CCCC2)c(C)c1 (stereo not given),21%
N#C/C(=C/c1cccc(O)c1)C(=O)c1c[nH]c2cc(F)ccc12,?
COC(=O)Cn1c(=O)c2c(nc(-n3nc(C)c(C)c3C)n2C)n(C)c1=O,23%
O=C(O)CCSc1ccccc1Br,12%
O=C(O)/C=C\c1cccc(-n2nnnc2SCc2ccccc2F)c1,33%[activator]
COc1ccccc1S(=O)(=O)Cc1ccc(C(=O)N2CCN(c3cc(Cl)ccc3C)CC2)o1,-4%
NCC1CCN(CCO)C1 (stereo not given),?
COc1ccc2c(c1)c(C(=O)N/N=C/c1ccc(Br)cc1)c(C)n2C,-2%
Cn1c(=O)c2c(nc(NCCCO)n2Cc2ccccc2F)n(C)c1=O,14%
COc1cccc(CN(C)Cc2ccccc2C(F)(F)F)c1,3%[86.2 µM]
COC(=O)CNC(=O)COC(=O)/C=C/c1cccs1,6%
O=S(=O)(Nc1nc2ccccc2nc1NCc1ccccc1)c1ccc(F)cc1,?

# Compound activity (PubChem)
